uPA surface inh: inhibitors of cell surface uPA generation. Potency, µM (titrated, usually from 38.3 µM), inactives show at the top dose activity change, negative = inhibition, usual class: inhibitors. 330,000 compounds, 0.31% hits. cell surface uPA generation assay, qHTS; active = well fitted inhibition curve with a large enough effect; inconclusive = small, poorly fitted or top-dose-only effect; inactive = no such curve, though single readings can be large or run the other way; tested in mouse RAW 264.7 cells; note: potency is the fitted concentration of half-maximal effect; % is set by controls: 0 for no effect and ±100 for the full control effect; nearly all actives have a fitted effect of over 55% in size
TSHR antag: blocks TSH signaling through the human TSH receptor | P16473 | TSHR-expressing cells, TSH-stimulated cAMP HTRF, 2 h; hits give low values | activity change, negative = inhibition, % at 11.5 µM | 330,000 compounds, 0.2% hits | AID 504810;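 active = activity change below a set negative limit, meaning inhibition stronger than a set level, cut at about -70% in these data; inconclusive = activity change between two set negative limits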; note: % is set by controls: 0 for no effect and ±100 for the full control effect
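Antagonism was scored as loss of TSH-driven cAMP in TSHR cells, stimulated with 4nM TSH (EC80) for 2 hours at 37 deg C and detected by homogeneous HTRF competition immunoassay.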
USP2a inh: inhibitors of human ubiquitin-specific protease USP2a. Potency, µM (doses to about 38.3 µM), for the others: at the top dose activity change, negative = inhibition, usual class: inhibitors. 330,000 compounds, 0.01% hits. AID 463254. USP2 core, Ub-CHOP2 coupled fluorogenic reporter, 485/531;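 note: potency is the fitted concentration of half-maximal effect; plate controls were DMSO wells for no effect and full inhibition by NEM control for full effect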
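USP2 core (10nM final) preincubated 30min RT with compound in 20mM Tris-HCl pH 8.0, 2mM CaCl2, 2mM beta-mercaptoethanol, 0.05% CHAPS; 25nM Ub-CHOP2 plus 25nM reporter substrate added, fluorescence (Ex485/Em531) read after 60min.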
B2AR arrestin: recruits beta-arrestin to the human beta2-adrenergic receptor; P07550; beta-arrestin recruitment to beta2AR, cell-based reporter; Potency, µM (top dose mostly 46.1 µM), inactives show at the highest dose activation, most hits filed as activators; 330,000 compounds, 0.02% hits; AID 492947;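 note: potency is the fitted concentration of half-maximal effect; 0% = DMSO controls and full agonism = EC100 isoproterenol or metaproterenol; nearly all actives have a fitted effect of over 65% in size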
TCR act: activators of T cell receptors | primary human leukocytes, anti-CD3, IL-2 HTRF, 48 h | Potency, µM (highest dose often 9.22 µM), for inactives: at the top dose activation of IL-2 secretion, most hits filed as activators | 330,000 tested, under 10 active | AID 504894; note: % of control where 0% means no effect
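Primary human leukocytes receive a-CD3 beads and test compound and are incubated 48 hr. Secreted IL-2 is then assayed by HTRF, measuring 665nm acceptor emission after 320nm excitation of the europium donor.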
TSG101-PTAP inh: blocks PTAP/TSG101 interaction to inhibit HIV-1 budding. Q99816. Fluorescence polarization, FITC-PTAP peptide / Tsg101 binding. Potency, µM (series often up to 115 µM), for the others: at the highest dose activity change, negative = inhibition, most hits filed as inhibitors. 340,000 tested, under 10 active. AID 493005; active = well fitted inhibition curve with a large enough effect in the main read-out, with a control signal flat, not every such curve was filed as active; inconclusive = small, poorly fitted or top-dose-only effect, or effect the other way, or a change in a side signal; inactive = no such curve, though single readings can be large or run the other way; note: potency is the fitted concentration of half-maximal effect; % of control where 0% means no effect
Target sequence (Q99816 whole entry, looked up): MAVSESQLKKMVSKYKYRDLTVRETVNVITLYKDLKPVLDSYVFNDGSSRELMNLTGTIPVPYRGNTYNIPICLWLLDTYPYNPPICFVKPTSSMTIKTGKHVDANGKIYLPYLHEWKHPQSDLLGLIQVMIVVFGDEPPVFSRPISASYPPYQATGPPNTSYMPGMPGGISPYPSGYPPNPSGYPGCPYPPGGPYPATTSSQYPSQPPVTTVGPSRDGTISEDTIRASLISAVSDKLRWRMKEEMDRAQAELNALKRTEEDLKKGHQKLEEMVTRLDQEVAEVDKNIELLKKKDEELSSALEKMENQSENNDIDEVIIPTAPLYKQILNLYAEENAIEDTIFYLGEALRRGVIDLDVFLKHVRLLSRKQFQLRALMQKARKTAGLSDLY
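Compounds were pin-transferred onto Tsg101 binding domain (10 uM final) in HEPES pH 7.5 buffer, then FITC-PTAP peptide was added at 50 nM final. After 20 min at RT, polarization reported peptide displacement across a qHTS concentration series.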
BCR signal inh: chronic active BCR signaling inhibition. ABC-DLBCL IkBa-CBG/CBR reporter, luminescence ratio, 4 h. Potency, µM (series often up to 46.1 µM), without a hit: at the top dose ratio change, negative = lower green/red ratio, usual class: inhibitors. 340,000 compounds, 0.05% hits; active = well fitted inhibition curve with a large enough effect in the signal ratio, with a control signal flat, not every such curve was filed as active; inconclusive = small, poorly fitted or top-dose-only effect, or effect the other way, or a change in a side signal; the % refers to the signal ratio;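 note: potency is the fitted concentration of half-maximal effect; plate controls were basal doxycycline-induced cells for no effect and cells given 10 µM MG132 for full effect; MG132 reads +100%, hits lower the ratio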
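TMD8 human ABC-DLBCL cells with doxycycline-inducible IκBα–green luciferase fusion and unfused red luciferase, in 0.5% FBS medium; compounds up to 46 uM, 4 h at 37C. Green/red luminescence ratio, filter-overlap corrected, fitted to concentration-response curves.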
Eya2 inh: blocks the phosphatase activity of human Eya2; AID 488837; Potency, µM (top dose mostly 76.9 µM), for the others: at the highest dose activity, negative = inhibition, actives largely listed as inhibitors; 330,000 compounds, 0.006% hits; recombinant Eya2, OMFP fluorescence dephosphorylation (OMFP is methylfluorescein phosphate); note: potency is the fitted concentration of half-maximal effect; % is set by controls: 0 for no effect and ±100 for the full control effect
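Eya2 protein (added as 0.2 uM solution) was preincubated with compound for 10 min at ambient temperature in 50 mM HEPES pH 7.5, 50 mM NaCl, 5 uM MgCl2, 0.05% BSA, 1 mM DTT. OMFP (added at 50 uM) then reacted 10 min; fluorescence read at 485/525 nm.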
Tb PFK inh: blocks T. brucei phosphofructokinase. O15648. T. brucei PFK, ADP-Glo luminescence. Potency, µM (doses to about 57.5 µM), for the others: at the highest dose activity, negative = inhibition, usual class: inhibitors. 330,000 compounds, 0.17% hits;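 note: potency is the fitted concentration of half-maximal effect; 0% = uninhibited 1x PFK enzyme wells and -100% = no-enzyme wells; nearly all actives have a fitted effect of over 60% in size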
Target sequence (O15648 whole entry, looked up): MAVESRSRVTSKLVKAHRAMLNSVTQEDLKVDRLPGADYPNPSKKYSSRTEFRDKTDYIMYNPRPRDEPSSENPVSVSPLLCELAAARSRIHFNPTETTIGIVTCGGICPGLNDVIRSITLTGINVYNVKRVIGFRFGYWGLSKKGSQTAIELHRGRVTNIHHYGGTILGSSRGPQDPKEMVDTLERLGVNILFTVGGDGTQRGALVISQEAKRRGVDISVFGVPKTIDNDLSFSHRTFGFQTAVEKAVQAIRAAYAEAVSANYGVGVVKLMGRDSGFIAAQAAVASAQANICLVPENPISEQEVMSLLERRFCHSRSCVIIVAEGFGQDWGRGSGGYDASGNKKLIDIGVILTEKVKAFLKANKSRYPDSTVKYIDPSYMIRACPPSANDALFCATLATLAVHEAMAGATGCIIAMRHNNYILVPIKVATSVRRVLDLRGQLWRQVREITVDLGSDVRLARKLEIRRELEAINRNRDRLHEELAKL
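ADP-Glo luminescence quantified ADP after 45 min at room temperature, with 1.25 nM T. brucei PFK, 0.1 mM ATP and 0.5 mM fructose-6-phosphate in pH 8.0 TEA buffer. qHTS titrations up to 57 µM; curves classified by quality.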
Mito fusion act: mitochondrial division inhibition or fusion activation; Potency, µM (top dose mostly 46.1 µM), without a hit: top-dose growth rescue (activation), hits mostly activators; S. cerevisiae fusion-defective mutant growth rescue, CellTiterGlo 48 h; 320,000 compounds, 0.23% hits; AID 485298;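 note: potency is the fitted concentration of half-maximal effect; % of control where 0% means no effect; nearly all actives have a fitted effect of over 45% in size; temperature-sensitive fusion mutants such as fzo1-1 at 37 °C on non-fermentable ethanol glycerol medium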
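Growth-rescue viability read-out: after 48 h at the non-permissive 37C in glycerol/ethanol YPEG, yeast mitochondrial fusion mutants are measured by CellTiterGlo luminescence; compounds (23 nl pinned per well) restoring growth score as division inhibitors or fusion activators.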
ELG1 DNA repair: blocks ELG1-dependent DNA repair in HEK293T cells. Potency, µM (highest dose often 46.1 µM), for the others: at the highest dose activity change, negative = inhibition, usual class: inhibitors. 330,000 compounds, 2.3% hits. AID 504467. HEK293T ELG1-luciferase reporter, luminescence, 16 h; DNA damage induced by 5-fluorouridine; note: potency is the fitted concentration of half-maximal effect; % is set by controls: 0 for no effect and ±100 for the full control effect; nearly all actives have a fitted effect of over 55% in size
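Step one: seed 2,000 cells per well. Step two: pin-transfer compound or DMSO alongside 5-fluorouridine. Step three: incubate 16 hr, 37 °C, 5% CO2. Step four: add ONE-Glo, wait 30 min, read luminescence.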
* marks the source's active call; other numbers are inactive results; ? = inconclusive; / = no result given; [ ] = dose if it differs, or a comment. Unless noted, calls come from the whole dose curve; as a rule, active = well fitted curve in the direction sought with a large enough effect; inconclusive = small, poorly fitted or top-dose-only effect, or another doubt; inactive = no such curve, though single readings can be large; an effect the other way counts as inactive or inconclusive. This is a random part of the collection; any-hit rate near 3%.

SMILES	uPA surface inh	TSHR antag	USP2a inh	B2AR arrestin	TCR act	TSG101-PTAP inh	BCR signal inh	Eya2 inh	Tb PFK inh	Mito fusion act	ELG1 DNA repair
COc1cc(C(c2c(NC(=O)c3ccco3)sc(C)c2C)N2CCOCC2)cc(OC)c1OC (configuration not stated)	2%	24	2%	0.1%	0%	2%	3%	13%	-6%	13%	?
Cn1nnnc1SCC(=O)Nc1cccc(S(=O)(=O)N2CCCCC2)c1	4%	25	-1%	-0.5%	-2%	-1%	-7%	4%	-1%	/	-1%
Cn1cc(CN2CCN(CC(C)(C)C)C(CCO)C2)c2ccccc21 (configuration not stated)	-3%	19	1%	-1.6%	-5%	-2%	-5%	-2%	1%	-4%	-4%
COc1ccc(OC)c(N=c2oc3cc(O)ccc3cc2C(N)=O)c1	0%	12	3%	-0.6%	5%	-11%	?	-7%	0%	5%	?
COc1ccc(S(=O)(=O)N2CC(C)N(C(=O)N(C)C)C2C(C)C)cc1 (configuration not stated)	-3%	-1	1%	0.4%	4%	-6%	1%	-22%	-1%	-12%	-3%
Cc1cccc(Nc2nnc(SCC(=O)Nc3ncc(C(F)(F)F)cc3Cl)s2)c1C	3%	3	2%	3.4%	6%[46.1 µM]	-8%	1%	-1%	7%	1%	-1%
CCCS(=O)(=O)N1CCCC(C(=O)NC2CCCCC2)C1 (configuration not stated)	-3%	8	-2%	-0.4%	3%	1%	-2%	-5%	1%	-1%	24%
CC(=O)c1sc(NC(=O)c2ccc(Cn3cc(Br)cn3)o2)nc1C	6%	4	0%	0.1%	-2%	1%	8%	-40%	0%	18%	5%
COC(=O)c1sccc1-n1cc(C#N)c(=O)n(C)c1=O	14%	-3	3%	-0.4%	4%	0%	?	18%	2%	-1%	?
O=C(NCC1CCS(=O)(=O)C1)NCC1CCS(=O)(=O)C1 (configuration not stated)	/	-3	4%	0.2%	4%	-6%	-6%	10%	-3%	0%	0%
COc1ccc(NC(=O)c2nn(C)c(C(=O)Nc3ccc(OC)cc3)c2[N+](=O)[O-])cc1	-16%	-9	0%	-0.7%	-2%	-4%	?	11%	2%	0%	10%
O=Cc1cn(CC(=O)N2CCCCCC2)c2ccccc12	3%	1	3%	-0.2%	1%	0%	0%	-5%	-2%	2%	-15%
Cc1cnn(C(=S)NCc2ccco2)c1	3%	5	0%	0.3%	-8%	-3%	-15%	19%	0%	-10%	7%
Cc1cccc(N2CCN(C(=O)CCS(=O)(=O)c3ccc4c(c3)NC(=O)C(C)S4)CC2)c1C (configuration not stated)	-3%	-6	2%	0.1%	-3%	1%	1%	9%	-10%	9%	?
CC(=O)N1c2ccc(S(=O)(=O)N3CCC(C(=O)NC(C)c4ccccc4)CC3)cc2CC1C (configuration not stated)	-1%	-44	2%	0.1%	-4%	-5%	10%	-2%	3%	-3%	11%
Cc1ccc(C)c(NC2CCCCC2NS(=O)(=O)c2ccccc2)c1 (configuration not stated)	-20%	6	0%	0.0%	-2%	-6%	10%	-15%	2%	-53%[inhibitor]	-22%
O=C(OCc1nc2ccccc2[n+]([O-])c1C(=O)c1ccccc1)c1cccs1	2%	1	?	-0.9%	1%[46.1 µM]	-3%	-1%	-2%	-3%	8%	8%
COc1ccc(NC(=O)CS(=O)CC(=O)NCC2OCCc3ccccc32)cc1 (configuration not stated)	-2%	28	1%	0.0%	-1%	0%	10%	6%	1%	-9%	-16%
O=C1CCC([N+](=O)[O-])C(c2cccc(Cl)c2Cl)N1 (configuration not stated)	6%	37	0%	0.1%	-2%	-3%	?	12%	-3%	-1%	0%
Cn1c(CCN2CCCCC2)nc2cc(NC(=O)NC3CCCCC3)ccc21	-11%	-4	-1%	0.0%	-5%	-1%	?	12%	3%	1%	6%
COC(=O)c1c(NC(=O)c2ccc(S(=O)(=O)N3CCOCC3)cc2)sc2c1CCN(C(C)C)C2	-8%	-2	-2%	0.3%	-4%	-1%	-16%	-9%	1%	27%	25%
O=C(CNC(=S)NC(=O)c1cccs1)c1ccccc1	6%	7	2%	-0.8%	-7%[46.1 µM]	3%	?	-11%	-9%	16%	?
CN(Cc1nc2ccccc2[nH]1)Cc1nc(CC2CC2)no1	3%	-8	2%	-0.3%	-4%	-4%	0%	-3%	4%	-3%	16%
COc1cc(F)cc(C2=CC(=O)C[C@H](c3ccc(F)cc3)C2)c1	7%	-30	1%	0.4%	-1%	-8%	4%	-19%	0%	16%	?
Nc1nc(Cl)cc(Sc2ccc3ccccc3c2)n1	-14%	1	-1%	-0.5%	-6%	2%	-26%	1%	3%	-11%	-15%
CCC(=O)NCCCCCCCCCNC(=O)CC	6%	12	1%	-0.4%	1%[46.1 µM]	-1%	0%	0%	-5%	0%	?
O=C(NCc1cccnc1)C(=O)NCC(c1ccco1)N1CCOCC1 (configuration not stated)	5%	9	0%	0.0%	3%	-5%	13%	-5%	-2%	15%	15%
NC(=O)CC(NC(=O)c1cccc(Br)c1)c1ccc(NCCN2CCOCC2)c([N+](=O)[O-])c1 (configuration not stated)	/	23	-1%	-0.5%	/	/	7%	-3%	21%	1%	7%
Cc1c(C(=O)NCc2cccs2)oc2ccccc12	/	2	1%	0.1%	11%	-1%	-9%	8%	1%	7%	?
CCN(Cc1ccncc1)C(=O)c1cccc(S(=O)(=O)N2CCCCC2)c1	0%	/	3%	0.1%	-5%	-4%	3%	-21%	0%	/	?
CCOC(=O)CN=C(NS(=O)(=O)c1ccc(Cl)cc1)c1ccccc1	1%	10	3%	-0.8%	6%	3%	?	-12%	-4%	3%	13%
CCOc1ccccc1NC(=O)Nc1ccccn1	-2%	5	-1%	0.2%	10%	0%	2%	-4%	2%	1%	3%
Nc1nc2ccc(O)cc2s1	-8%	-7	0%	-0.4%	8%[46.1 µM]	-3%	?	2%	-4%	2%	-7%
CCOc1ccc(S(=O)(=O)Nc2ccc(C(=O)NCC(c3ccc(OC)cc3)N3CCOCC3)cc2)cc1 (configuration not stated)	3%	/	-1%	0.7%	4%	6%	-4%	-37%	-3%	/	0%
COC(=O)c1noc(-c2ccc(OC)cc2)n1	5%	-9	0%	-0.3%	5%	-5%	15%	5%	1%	-8%	7%
COc1ccc(CCNC(=O)C2CCN(S(=O)(=O)c3ccc(-n4cnnn4)cc3)CC2)cc1OC	1%	0	2%	-0.5%	-3%	-2%	0%	-6%	4%	-2%	7%
Cc1cc(NS(=O)(=O)c2ccc(-c3ccccc3)cc2)no1	-3%	13	-8%	-0.1%	-7%	-3%	?	1%	-3%	4%	?
O=C(CNC(=O)c1cn2ccccc2n1)Nc1ccc(F)c(F)c1	-10%	-4	0%	-0.1%	4%	-2%	?	-5%	4%	-3%	?
CCCc1nc2sc3ccccc3c(=O)c2c(=O)n1Cc1ccco1	2%	-5	0%	-3.5%	/	-10%	4%	-14%	-16%	-2%	2%
O=C(NCc1ccncc1)C(=O)NCC(c1ccccc1)c1ccccc1	/	3	1%	0.2%	-4%[46.1 µM]	/	4%	-1%	-4%	20%	-3%
CC1CCCC(NC(=O)c2ccncc2)C1C (configuration not stated)	-2%	6	0%	-0.2%	-2%	-9%	-4%	-13%	5%	4%	4%
COc1cccc(Nc2nnc(SCC(=O)N3CC(C)OC(C)C3)s2)c1 (configuration not stated)	2%	-1	0%	-0.1%	0%	-3%	5%	-1%	0%	7%	-10%
COc1ccc(C(=O)NCCn2cc(SCC(=O)NCC3CCCO3)c3ccccc32)cc1 (configuration not stated)	6%	-1	0%	-1.6%	4%	-5%	1%	-11%	0%	0%	-8%
CC(C)(C)n1nc2c(c1NC(=O)c1ccc(Cl)c([N+](=O)[O-])c1)CS(=O)(=O)C2	-1%	0	1%	-0.4%	0%	-4%	?	1%	-19%	8%	6%
CCS(=O)(=O)c1ccc(-c2cccc(NC(=O)COc3ccccc3)c2)nn1	-7%	1	1%	0.3%	-3%	-2%	-9%	?	1%	3%	14%

Screening results deposited in PubChem by National Center for Advancing Translational Sciences (NCATS).
